PHOSPHO1 block – inhibitors of human PHOSPHO1 phosphatase. actives 1.1% (n = 290,000). recombinant PHOSPHO1, absorbance phosphatase assay. AID 1565. Q8TCT1. inhibition, % at 13.3 µM; in the data active means inhibition above about 60%
OXTR ag – human OXTR agonism | P30559 | actives 0.32% (n = 320,000) | CHO-OTR cells, Fluo-8 calcium fluorescence; normalized: DMSO 0%, oxytocin 100% | activation, % at 3 µM;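 active means activation above the mean of all tested compounds plus 3 SD, cutoff set per screening run, cut at about 20% in these data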;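 further: peak over basal fluorescence ratio from a 100 s FLIPR kinetic read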
Target sequence (P30559 whole entry, looked up): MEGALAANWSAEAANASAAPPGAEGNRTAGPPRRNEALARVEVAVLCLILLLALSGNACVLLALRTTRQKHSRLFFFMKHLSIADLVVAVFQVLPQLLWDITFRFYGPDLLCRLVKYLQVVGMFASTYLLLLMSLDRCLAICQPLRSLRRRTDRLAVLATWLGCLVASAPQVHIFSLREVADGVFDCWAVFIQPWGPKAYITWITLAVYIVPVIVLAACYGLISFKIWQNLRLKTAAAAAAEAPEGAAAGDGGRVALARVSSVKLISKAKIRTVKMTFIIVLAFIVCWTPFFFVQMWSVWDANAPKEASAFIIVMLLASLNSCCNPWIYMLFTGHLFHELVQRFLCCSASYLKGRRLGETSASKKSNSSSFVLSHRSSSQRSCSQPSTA
V1aR counter – V1a receptor agonism, counter-screen for OXTR agonists; P37288; CHO-V1R cells, Fluo-8 calcium fluorescence, agonist mode; 0% DMSO, 100% 3 nM vasopressin; activation, % at 3 µM; actives 0.25% (n = 320,000);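 active means activation above the mean activation of all tested compounds plus 3 SD, per screening run, cut at about 20% in these data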;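 further: signal is peak over basal fluorescence ratio across a 100 second FLIPR read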
Target sequence (P37288 whole entry, looked up): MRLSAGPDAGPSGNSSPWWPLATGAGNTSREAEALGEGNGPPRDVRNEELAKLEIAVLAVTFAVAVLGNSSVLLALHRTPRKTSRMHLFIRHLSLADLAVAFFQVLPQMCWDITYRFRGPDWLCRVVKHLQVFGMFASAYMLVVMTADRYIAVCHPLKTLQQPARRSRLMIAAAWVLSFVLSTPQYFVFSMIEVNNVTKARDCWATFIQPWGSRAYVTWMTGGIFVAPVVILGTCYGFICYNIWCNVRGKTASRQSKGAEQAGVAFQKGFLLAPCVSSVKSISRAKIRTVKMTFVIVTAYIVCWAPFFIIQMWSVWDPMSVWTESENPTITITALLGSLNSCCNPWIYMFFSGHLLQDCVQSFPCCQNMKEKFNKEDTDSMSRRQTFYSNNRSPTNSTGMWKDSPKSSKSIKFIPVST
MEKK2mut PB1 HTS – signal of MEK5 binding to mutant human MEKK2 PB1 domain; bead flow cytometry, Alexa488-MEK5 binding to MEKK2 mutant; percent response, % at 10 µM; actives 0.35% (n = 290,000); AID 1530; in the data active means percent response above about 24%, passing the limit was not always enough; further: inactives centre near 1; some results filed as inactive read as strong as hits; reference of the scale not given here
GalR3 antagonist – antagonists of human GalR3 | AID 651719 | actives 0.44% (n = 360,000) | inhibition, % at 3 µM | HEK293 GalR3-CNG cAMP membrane potential fluorescence; galR3 body fused to GalR1 C-terminus;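 active means inhibition above the screen-wide average plus 3 SD, cut at about 13% in these data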;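 further: forskolin and galanin both at EC90 stimulate the cells; cAMP rise reported by CNG channel membrane potential dye signal; 0% = forskolin plus galanin with DMSO and 100% = forskolin alone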
GPR7 antag – blocks human GPR7 receptor signaling. GPR7-expressing cells, fluorescence antagonist assay. inhibition, % at 4.4 µM. actives 1.1% (n = 290,000); in the data active means inhibition above about 16%, passing the limit was not always enough;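 further: cells stimulated with the agonist NPW; 0% = agonist with vehicle and 100% = vehicle without agonist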
MEKK3 PB1 HTS – modulators (inhibitors or enhancers) of MEK5 binding to human MEKK3 PB1 domain; actives 1.4% (n = 290,000); binding response (% of control), % at 10 µM; Q99759; bead-based flow cytometry, Alexa488-MEK5 binding to MEKK3; actives lie on both sides; 0 = blocked by unlabeled MEK5, 100 = vehicle; AID 1529;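 active means binding response more than 3 SD above or below the average of its plate-row segment, actives on both sides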;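 further: Alexa488 bead fluorescence after subtracting the streptavidin-only scavenger bead signal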
NALP1 inh – NALP1 inhibition | inhibition, % at 10 µM | actives 0.61% (n = 280,000) | S. cerevisiae NALP1/ASC/caspase-1 growth, X-gal OD620, 72 h; in the data active means inhibition mostly above about 24%, no sharp cut-off; inactive means mostly below about 32%; further: some compounds called inactive have numbers as strong as hits
MEKK2wt PB1 HTS – raises or lowers MEK5 binding to wildtype human MEKK2 PB1 domain; actives 1.1% (n = 290,000); bead flow cytometry, Alexa488-MEK5 binding to MEKK2 WT; actives lie on both sides; binding response (% of control), % at 10 µM; AID 1531; Q9Y2U5; in the data active means binding response below about 67% or above about 130%
Numbers without * were called inactive; x = no result given.

1: O=C(N/N=C/c1cccc(O)c1)c1cc(-c2ccc3c(c2)OCO3)n[nH]1
2: O=C(N/N=C\CCc1ccccc1)c1ccco1
3: Cc1ccc(N(C(C)C(=O)N2CCC(C)CC2)S(C)(=O)=O)cc1C (configuration not stated)
4: Cn1c(N)c(C(=O)COC(=O)C2(c3cccc(F)c3)CCCC2)c(=O)n(C)c1=O
5: Cc1csc(CN(C)C(=O)C2CCC(=O)N(CCCc3ccccc3)C2)n1 (configuration not stated)
6: c1ccc(N2CCN(C3CC4CCC3C4)CC2)cc1 (configuration not stated)
7: COc1ccc(N(C(=O)CNC(=O)c2ccco2)C(C(=O)NCC2CCCO2)c2ccc(OC)c(OC)c2)cc1 (configuration not stated)
8: O=C(O)c1ccc2c(=O)n3c(nc2c1)/C(=C/c1cccc(Cl)c1Cl)CC3
9: COC(=O)c1[nH]c2c(c1C)C(=O)CC(c1cccs1)C2 (configuration not stated)
10: Cc1cc(NC(=O)COC(=O)CNS(=O)(=O)c2ccc(C)c(C)c2)no1

assay / compound	1	2	3	4	5	6	7	8	9	10
GPR7 antag	-1	8	-6	-8	-2	-1	-7	-8	3	4
MEKK2mut PB1 HTS	1	0	-8	4	4	7	0	1	10	-9
GalR3 antagonist	1	-1	-2	-2	1	-4	-4	-9	2	-3
NALP1 inh	10	22	34	-2	15	x	4	1	-13	19
PHOSPHO1 block	12	16	7	19	29	x	23	38	-27	20
MEKK2wt PB1 HTS	97	104	92	108	102	101	95	101	100	96
V1aR counter	0.7	-0.1	-1.2	3.7	0.8	0.2	0.2	1.0	3.9	-0.2
MEKK3 PB1 HTS	102	111	89	106	101	104	98	98	99	100
OXTR ag	-0.4	-1.1	-1.6	1.5	-0.2	-0.9	0.3	1.3	1.6	-0.5

Ordered by heavy-atom count (smallest number first): some entries from above
2: O=C(N/N=C\CCc1ccccc1)c1ccco1
6: c1ccc(N2CCN(C3CC4CCC3C4)CC2)cc1 (configuration not stated)
1: O=C(N/N=C/c1cccc(O)c1)c1cc(-c2ccc3c(c2)OCO3)n[nH]1
5: Cc1csc(CN(C)C(=O)C2CCC(=O)N(CCCc3ccccc3)C2)n1 (configuration not stated)
4: Cn1c(N)c(C(=O)COC(=O)C2(c3cccc(F)c3)CCCC2)c(=O)n(C)c1=O

assay / compound	2	6	1	5	4
GPR7 antag	8	-1	-1	-2	-8
MEKK2mut PB1 HTS	0	7	1	4	4
GalR3 antagonist	-1	-4	1	1	-2
NALP1 inh	22	x	10	15	-2
PHOSPHO1 block	16	x	12	29	19
MEKK2wt PB1 HTS	104	101	97	102	108
V1aR counter	-0.1	0.2	0.7	0.8	3.7
MEKK3 PB1 HTS	111	104	102	101	106
OXTR ag	-1.1	-0.9	-0.4	-0.2	1.5

The results go on:
11: CCCN(CCC)CCCNC(=O)CS(=O)Cc1nc(-c2ccc(OC)c(OC)c2)oc1C (configuration not stated)
12: CCOc1cc(-c2noc(-c3cccnc3)n2)ccc1OC
13: COC(=O)CN1C(=O)[C@H]2[C@@H](c3ccc(C)o3)N3C(=O)CN(Cc4ccccn4)C(=O)[C@@]3(C)[C@H]2C1=O
14: O=C(CNC(=O)N1CC(=O)Nc2ccccc21)NCCc1cccc(F)c1
15: Cc1ccc2nc(NCCO)nc(-c3ccccc3)c2c1
16: O=C(CN(C(=O)CNC(=O)c1ccco1)c1ccc2c(c1)OCCO2)NC1CCCCC1
17: Cc1nc(N2CCOCC2)c2oc3ccccc3c2n1
18: CCCCC/C(=N\NC(=O)Nc1ccccc1)c1ccccc1
19: CCOc1ccc(NC(=S)NCCCN2CCOCC2)cc1
20: C/C(=N\Nc1ncc(Cl)cc1Cl)c1ccc(N2CCOCC2)cc1

assay / compound	11	12	13	14	15	16	17	18	19	20
GPR7 antag	1	-16	-8	-1	1	-2	2	-21	-11	8
MEKK2mut PB1 HTS	-1	4	2	-12	x	-8	5	-8	-12	-9
GalR3 antagonist	-1	-4	-4	-11	-6	-5	-6	-4	-5	-3
NALP1 inh	3	5	4	21	12	-13	21	8	-3	8
PHOSPHO1 block	0	-18	15	38	-25	41	4	-3	-5	8
MEKK2wt PB1 HTS	99	113	99	93	x	99	105	101	92	91
V1aR counter	-0.5	-1.4	1.2	0.1	2.5	0.7	0.1	-0.4	-0.1	-1.5
MEKK3 PB1 HTS	101	109	95	95	x	98	102	108	102	100
OXTR ag	0.2	-1.5	0.0	-1.2	0.3	7.5	-0.9	-1.2	-0.1	-0.9

21: N#C/C(=C\c1ccc(F)c(F)c1)C(=O)NC1CCCCC1
22: COc1ccccc1CNC(=O)COC(=O)Cc1ccc(Cl)cc1
23: Cn1c(=O)c2cc(S(=O)(=O)NCCC(=O)NCCc3ccc(Cl)cc3)ccc2n(C)c1=O
24: Cc1ccc(CN2CCC(N3CC(C)OC(C)C3)CC2)cc1 (configuration not stated)
25: COc1ccccc1N1CCN(C(=S)Nc2ccc3nc(N4CCOCC4)cc(C)c3c2)CC1
26: Cc1cccc(N2CC(C(=O)Nc3nnc(SCCC4OCCO4)s3)CC2=O)c1 (configuration not stated)
27: N#Cc1c2ccccc2nc2ccccc12
28: CC(CCc1ccccc1)NC(=O)CC(C)c1ccccc1 (configuration not stated)
29: Cc1cc(OCC(=O)N(C)C2CCCCC2)ccc1Cl
30: COc1cc(/C=N/NC(=O)c2ccc3nc[nH]c3c2)cc(OC)c1OC

assay / compound	21	22	23	24	25	26	27	28	29	30
GPR7 antag	1	5	-3	1	-7	-12	-7	-5	-5	-3
MEKK2mut PB1 HTS	3	13	4	9	-1	5	-1	1	12	-8
GalR3 antagonist	-4	-3	-2	-2	-5	-2	-3	0	-7	x
NALP1 inh	60*	31	4	15	14	-7	16	13	-13	7
PHOSPHO1 block	-6	2	-16	18	2	-39	12	19	57	25
MEKK2wt PB1 HTS	85	115	105	104	101	106	105	104	103	75
V1aR counter	-0.4	-0.7	-0.1	x	2.2	0.4	-0.7	-1.2	-1.3	-0.1
MEKK3 PB1 HTS	101	107	101	102	106	104	103	105	102	85
OXTR ag	-1.2	-1.9	1.6	x	3.9	-0.7	-2.4	-2.5	-2.3	0.1

31: c1ccc(-c2ccc(SCc3cccnc3)nn2)nc1
32: Clc1ccc(-c2nnc(CSc3nnc(-c4cccs4)n3Cc3ccccc3)o2)cc1
33: CCOC(=O)NCN1C(=O)C2C3C=CC(C3)C2C1=O (configuration not stated)
34: Cc1cccc2cc(CN(Cc3ccccc3)C(=O)c3cccc(F)c3)c(Cl)nc12
35: Cc1sc(N/N=C/c2cccnc2)nc1-c1ccc(Cl)cc1
36: O=C(Nc1ccc2oc(-c3cccnc3)nc2c1)c1cc2ccccc2o1
37: Cc1ccc(NC(=O)C2CCCN(S(=O)(=O)c3ccc(-n4cnnn4)cc3)C2)cc1 (configuration not stated)
38: Cc1ccc(C(=O)Nc2nc(=O)n(C(=O)c3ccccc3C)s2)cc1
39: NC(=O)c1ccc(NC(=O)COC(=O)c2c3c(nc4ccccc24)/C(=C\c2cccs2)CCC3)cc1
40: O=C1CN(C(=O)c2ccc(F)c(S(=O)(=O)N3CCOCC3)c2)c2ccccc2N1

assay / compound	31	32	33	34	35	36	37	38	39	40
GPR7 antag	6	20	14	-1	-12	12	14	4	-10	-17
MEKK2mut PB1 HTS	-11	-1	5	0	6	-2	-6	-1	0	-1
GalR3 antagonist	-7	3	0	-5	-1	4	-8	7	-3	-4
NALP1 inh	-8	41	2	4	27	18	-14	-4	32	20
PHOSPHO1 block	3	2	41	34	35	21	0	9	-10	28
MEKK2wt PB1 HTS	97	95	102	98	110	108	98	103	105	111
V1aR counter	0.9	4.0	0.1	0.8	-1.3	0.0	-0.1	-0.2	2.3	0.8
MEKK3 PB1 HTS	100	97	97	101	110	97	100	101	100	105
OXTR ag	1.1	0.7	0.8	-0.7	-1.3	-0.3	1.1	0.2	2.5	0.3

41: Cc1nc(NC(=O)c2ccc(OCC(C)C)cc2)sc1Cc1ccc2c(c1)OCO2
42: O=C1N=c2ccccc2=C1c1sc(=S)n(CC2CCCO2)c1O (configuration not stated)
43: O=C(CCN1CCN(S(=O)(=O)c2cccc([N+](=O)[O-])c2)CC1)Nc1ccccc1F
44: O=S(=O)(c1ccc(Nc2ccc(-c3ccc4c(c3)OCCO4)nn2)cc1)N1CCCC1
45: CC(=O)c1sc(-c2ccc(Cl)cc2)nc1C
46: CSCCC(C(=O)OC1CCOC1=O)N1C(=O)c2ccccc2C1=O (configuration not stated)
47: O=C(NCC(c1cccs1)N1CCOCC1)c1ccc([N+](=O)[O-])cc1 (configuration not stated)
48: CC(C)C(NS(=O)(=O)c1ccc2c(c1)OCCCO2)C(=O)O (configuration not stated)
49: CC(=O)c1cccc(NC(=O)CC2S/C(=N/N=C3CCCCCC3)NC2=O)c1 (configuration not stated)
50: O=C1CC(Nc2ccc(N3CCOCC3)cc2)C(=O)N1C1CCCCC1 (configuration not stated)

assay / compound	41	42	43	44	45	46	47	48	49	50
GPR7 antag	-15	-3	16	-4	-7	0	15	-1	-5	-9
MEKK2mut PB1 HTS	8	-3	4	1	-1	-13	-3	1	6	5
GalR3 antagonist	-7	0	-6	4	-6	-3	-1	-2	-9	3
NALP1 inh	-31	2	-8	32	-7	10	33	31	-6	18
PHOSPHO1 block	38	14	38	28	47	-10	6	8	31	5
MEKK2wt PB1 HTS	132	95	104	102	97	73	100	100	103	106
V1aR counter	0.2	-0.9	2.5	0.4	-0.1	0.0	-0.3	0.4	0.2	7.6
MEKK3 PB1 HTS	103	96	100	101	99	94	103	100	98	107
OXTR ag	0.7	2.5	1.3	1.3	-1.5	-0.2	-0.5	-0.1	-0.1	0.5

51: N#Cc1ccc(CSc2ncnc3c2cnn3Cc2ccccc2)cc1
52: CSC(=NC#N)N1CCN(c2c(C)cccc2C)CC1
53: Cc1cc(C)n(CCc2nc(-c3ccc(C(C)(C)C)cc3)cs2)n1
54: COC(=O)c1ccccc1NC(=O)CSc1nnc(-c2cccc(NC(C)=O)c2)n1C
55: O=C(c1c(F)cccc1F)N1CCC(O)(c2ccc(F)cc2)CC1
56: Cn1c(=O)cc(OCCCC(=O)NCCCN2CCN(Cc3ccccc3)CC2)c2ccccc21
57: CCn1c(CSCc2ccc(Cl)cc2)n[nH]c1=S
58: COC(=O)C1=C(O)CSC1=Nc1cccc(C(F)(F)F)c1
59: CCOC(=O)c1c(C)n(-c2ccc(C)cc2)c2c(CC(C)=O)c(Br)c(OC)c(O)c12

assay / compound	51	52	53	54	55	56	57	58	59
GPR7 antag	7	2	-20	-4	-9	-9	-14	-3	-3
MEKK2mut PB1 HTS	3	-20	11	3	4	-1	-1	0	0
GalR3 antagonist	-2	-4	1	-1	-9	-1	2	-5	6
NALP1 inh	-8	12	18	13	27	-68	-2	-4	-5
PHOSPHO1 block	3	29	3	-39	14	25	-7	3	16
MEKK2wt PB1 HTS	99	91	108	100	104	101	98	99	97
V1aR counter	3.8	-1.1	1.9	-0.1	0.5	-0.2	2.2	1.4	-0.4
MEKK3 PB1 HTS	96	92	99	102	100	102	103	101	99
OXTR ag	0.8	-1.6	-1.0	-0.6	1.2	-0.2	0.1	-1.6	-0.5

Compound activity deposited in PubChem BioAssay by several laboratories.
